# High-throughput results (PubChem)
# RPL19A TOR yeast: modulators of TOR pathway RPL19A-GFP in S. cerevisiae | 330,000 tested, 0.3% active | percent response vs DMSO, % at 10 µM | S. cerevisiae RPL19A-GFP strain, flow cytometry, 3 h; hits give low values;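 active = percent response vs DMSO below 50%; inconclusive = fewer than 70 events counted for the yeast strain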;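 also: median channel GFP fluorescence of the barcoded RPL19A-GFP strain; ratio of sample median GFP to plate DMSO average so 100% = DMSO; lower means less RPL19A-GFP as with rapamycin TOR inhibition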
# GRK2 aptamer HTS: human GRK2 inhibition via aptamer displacement; P25098; bead flow cytometry, FAM-aptamer displacement from GRK2; inhibition of aptamer binding, % at 10 µM; 330,000 tested, 0.59% active; AID 488847;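 active = inhibition of aptamer binding above 40%, roughly 3 SD of noise, on plates passing a quality check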;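 also: median bead fluorescence of bound FAM aptamer so fluorescent compounds give negative values; no value below 0 was filed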
# MEP2 TOR yeast: modulators of TOR pathway MEP2-GFP in S. cerevisiae; S. cerevisiae MEP2-GFP strain, flow cytometry GFP, 3 h; 100% = DMSO control level; GFP response vs DMSO, % at 10 µM; 330,000 tested, 0.51% active; AID 2016;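 active = GFP response versus DMSO above a set limit, roughly screen mean plus 3 SD, cut at about 180% in these data; inconclusive = fewer than 70 cells counted for a yeast strain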;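 also: median GFP fluorescence of the barcode-gated MEP2-GFP cells per well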
# VLA-4 inh: inhibition in a human VLA-4 binding assay; inhibition, % (about 7 µM as worked out from the volumes in the protocol); 330,000 tested, 0.2% active; VLA-4 expressing cells, ligand binding flow cytometry; in the data active = inhibition above about 50%
# Target sequence (P13612 whole entry, looked up): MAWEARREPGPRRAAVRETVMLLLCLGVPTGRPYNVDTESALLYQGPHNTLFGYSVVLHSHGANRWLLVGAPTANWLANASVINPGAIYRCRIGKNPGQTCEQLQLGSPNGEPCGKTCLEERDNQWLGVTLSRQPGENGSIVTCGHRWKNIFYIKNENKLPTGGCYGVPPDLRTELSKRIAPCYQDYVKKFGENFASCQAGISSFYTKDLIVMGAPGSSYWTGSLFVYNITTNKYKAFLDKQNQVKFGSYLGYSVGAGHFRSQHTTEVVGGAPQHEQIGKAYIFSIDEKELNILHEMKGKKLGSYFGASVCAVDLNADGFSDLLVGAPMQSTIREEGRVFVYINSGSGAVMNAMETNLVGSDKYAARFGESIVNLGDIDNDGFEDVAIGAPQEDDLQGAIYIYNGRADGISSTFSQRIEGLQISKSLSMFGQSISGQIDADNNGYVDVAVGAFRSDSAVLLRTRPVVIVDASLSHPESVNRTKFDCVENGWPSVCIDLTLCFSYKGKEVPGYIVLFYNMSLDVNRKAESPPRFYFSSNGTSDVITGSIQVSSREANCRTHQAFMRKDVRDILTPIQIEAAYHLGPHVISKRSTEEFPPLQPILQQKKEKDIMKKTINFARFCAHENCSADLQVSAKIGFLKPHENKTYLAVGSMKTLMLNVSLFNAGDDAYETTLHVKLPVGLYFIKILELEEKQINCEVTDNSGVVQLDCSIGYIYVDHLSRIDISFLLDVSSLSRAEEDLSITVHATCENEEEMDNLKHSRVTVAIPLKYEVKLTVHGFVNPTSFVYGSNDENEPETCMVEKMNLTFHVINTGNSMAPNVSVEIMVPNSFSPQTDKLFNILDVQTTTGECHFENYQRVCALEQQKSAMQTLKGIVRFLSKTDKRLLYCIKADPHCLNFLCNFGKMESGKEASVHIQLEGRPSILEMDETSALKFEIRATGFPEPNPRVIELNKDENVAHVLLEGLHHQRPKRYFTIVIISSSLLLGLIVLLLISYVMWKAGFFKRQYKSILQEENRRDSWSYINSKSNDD
# CIT2 TOR yeast: modulators of TOR pathway CIT2-GFP in S. cerevisiae. S. cerevisiae CIT2-GFP strain, flow cytometry, 3 h; 100 means same as DMSO wells. GFP response vs DMSO, % at 10 µM. 320,000 tested, 0.065% active;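 active = GFP response relative to DMSO above a set limit, near the screen mean plus 3 SD, cut at about 150% in these data; inconclusive = Fewer than 70 cells measured for a yeast strain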;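 also: ratio of well median GFP fluorescence to mean of DMSO wells on the plate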
# AGP1 TOR yeast: modulators of TOR pathway AGP1-GFP in S. cerevisiae. AID 2066. GFP response vs DMSO, % at 10 µM. 320,000 tested, 0.02% active. S. cerevisiae AGP1-GFP multiplex flow cytometry, 3 h; GFP as percent of DMSO wells;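 active = GFP response relative to DMSO above a set limit, near screen average plus 3 SD, cut at about 150% in these data; inconclusive = fewer than 70 cells counted for the yeast strain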;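 also: median GFP channel fluorescence of the gated AGP1 strain per well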
# LAP4-GFP MLPCN: alters LAP4-GFP fluorescence in TOR pathway yeast screen; GFP response vs DMSO, % at 10 µM; S. cerevisiae LAP4-GFP multiplex, flow cytometry GFP, 3 h; median GFP as percent of DMSO wells; 320,000 tested, 0.34% active;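 active = GFP response vs DMSO above a set limit, about the screen mean plus 3 SD, cut at about 150% in these data; inconclusive = under 70 cell events counted for the yeast strain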
# Yeast superoxide: yeast age-related superoxide inhibition as caloric restriction mimetic. S. cerevisiae aged cells, superoxide DHE fluorescence; hits give low values. superoxide response (% of plate mean), % at 10 µM. 330,000 tested, 0.18% active. AID 2690;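 active = superoxide response under a set limit, about three screen SD below normal, cut at about 65% in these data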;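 also: yeast aged for seven days with compound at 30 °C before DHE staining; 100% = average MFI of all compound-treated wells on the plate with controls excluded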
# * = called active by the depositor; i = inactive; ? = inconclusive; . = not tested or not shown; [ ] = dose if it differs, or a comment.
SMILES,RPL19A TOR yeast,GRK2 aptamer HTS,MEP2 TOR yeast,VLA-4 inh,CIT2 TOR yeast,AGP1 TOR yeast,LAP4-GFP MLPCN,Yeast superoxide
COc1cccc(Nc2nnc(SCc3nc4ccccc4s3)s2)c1,105,0,104,-1,91,98,98,77
O=C(Nc1cnccn1)Nc1ccccc1Cl,106,0,94,10,94,108,97,84
CCN(CC)S(=O)(=O)c1ccc(C)c(NC(=S)N2CCN(Cc3ccc4c(c3)OCO4)CC2)c1,96,0,96,17,103,99,101,103
COc1ccc(NC(=O)CCN2C(=O)c3ccccc3S2(=O)=O)cc1,99,0,97,18,111,90,99,113
Cc1cc(C)cc(NC2=NC3(CCCCC3)N=C(N)N2)c1,100,0,118,16,102,102,101,79
CCN(C(=O)Cn1cc(C(F)(F)F)ccc1=O)c1c(N)n(Cc2ccccc2)c(=O)[nH]c1=O,100,0,107,5,111,111,109,100
COc1ccc(NC(=O)Cc2coc3ccc4ccccc4c23)cc1S(=O)(=O)N1CCOCC1,102,0,112,-1,103,97,96,104
CC(C)(C)c1ccc(C(=O)NNC(=O)C2CCCCC2)cc1,103,0,99,2,105,96,85,86
O=C(NCCO)/C(=C\c1ccc([N+](=O)[O-])o1)NC(=O)c1ccccc1,95,6,98,1,100,96,95,108
COc1ccccc1C(=O)Nc1nsc(-c2ccccc2)n1,93,0,87,4,79,83,151*,87
Cc1nn(-c2ccccc2)c(Cl)c1/C=C1\SC(=S)NC1=O,94,3,98,-7,77,84,144,132
COc1ccc(C(c2nnnn2C2CCCCC2)N2CCN(c3ccc(OC)cc3)CC2)cc1 (stereo unspecified),104,0,106,16,101,109,103,103
CSc1ccccc1NC(=O)c1ccccc1N(C)S(C)(=O)=O,97,2,87,4,93,100,96,101
Cn1ccnc1SCC(=O)c1cccc(Br)c1,96,1,103,-7,92,94,102,97
COC(=O)c1c(NC(=O)CSc2ncn[nH]2)sc(C)c1C,97,0,94,2,85,108,101,101
COc1ccccc1C(=O)NCC(=O)OCC(=O)NNC(=O)c1ccc(Br)cc1,101,0,104,15,100,102,93,99
O=C(OCC(=O)N1CCOCC1)c1ccccc1OCc1ccccc1Cl,101,5,107,6,109,107,105,94
O=C1CC2c3ccccc3C1C1C(=O)N(CCO)C(=O)C21 (stereo unspecified),96,0,103,10,101,100,87,102
O=C(CC(C(=O)O)C1CCCO1)NCCc1ccc2c(c1)OCO2 (stereo unspecified),100,1,105,8,105,107,105,97
C#CCn1c(S(=O)(=O)Cc2ccccc2Cl)nc(-c2ccccc2)c1-c1ccccc1,100,0,102,5,98,101,106,114
Cc1ccc(-c2n[nH]c(=O)c3ccccc23)cc1S(=O)(=O)NCCO,102,2,102,13,103,103,100,88
Cc1onc(-c2ccccc2)c1C(=O)Nc1ccccc1NC(=O)c1c(-c2ccccc2)noc1C,97[may fluoresce green],0,91[may fluoresce green],-2,106[may fluoresce green],102[may fluoresce green],100[may fluoresce green],66
Cc1ccc(NC(C)c2cc(Cl)ccc2O)cc1 (stereo unspecified),95,0,104,11,85,104,114,100
COc1ccc(NS(=O)(=O)NC(=O)c2c(C)n(C)c3ccccc23)cc1,104,0,98,-4,98,100,94,84
COc1cc(NC(=O)COC(=O)CNC(=O)c2ccc(C)cc2)c(C)cc1[N+](=O)[O-],104,0,99,0,100,100,89,88
COCCNC(=O)C1(C)C=CC2(CCCCC2)N1C(=O)c1ccccc1 (stereo unspecified),101,3,92,0,77,86,103,108
NC(=O)CN1CCN(S(=O)(=O)c2ccc(Cl)cc2)CC1,98,4,101,2,100,104,103,98
CNC(=O)c1ccsc1NC(=O)CCS(=O)(=O)c1ccc(F)cc1,98,0,104,-19,100,103,107,163
NS(=O)(=O)c1ccc(S(=O)(=O)N(CCc2ccccc2)Cc2ccccn2)cc1,103,2,94,-3,105,100,81,102
Cc1ccc2c(c1)N=C(c1ccccc1)CC(C(Cl)Cl)=N2,110,0,100,-20,96,105,97,97
CN1CCN(CC(=O)N/N=C\c2c[nH]c3ccccc23)CC1,97,3,100,13,102,94,89,107
CCc1ccc(OCC(=O)Nc2ccc(CN3CCCCC3)cc2)cc1,104,0,105,4,102,101,95,81
Cc1ccc(S(=O)(=O)N2CCN(C3CC(=O)N(CCc4ccccc4)C3=O)CC2)cc1C (stereo unspecified),104,3,104,3,.,104,90,108
Cc1cccc(-n2c(O)c(C=Nc3ccccc3-c3n[nH]c(=S)[nH]c3=O)c3ccccc3c2=O)n1,98,1,97,0,79,104,97,102
O=C(NC(=S)N1CCN(C/C=C/c2ccccc2)CC1)c1ccc(F)cc1,98,1,102,7,105,101,108,92
Nc1c(C(=O)NCCc2ccccc2)nnn1Cc1ccc(Cl)cc1,100,1,104,-7,89,99,96,114
Cc1ccccc1OCC(=O)OCC(=O)NCCc1ccccc1,93,0,96,-14,94,94,94,82
O=C(Nc1cccc2ncccc12)c1ccc(F)cc1,97,1,104,35,101,91,89,108
N#C/C(=C\c1cccnc1)c1ccc([N+](=O)[O-])cc1,97,0,102,4,95,93,88,102
Cn1c(CNc2cccc(Cl)c2)nnc1SCC#N,91,1,83,21,89,90,84,113
Nc1ccccc1C(=O)NCc1ccc(F)cc1,101,0,110,3,110,103,96,97
CSc1cccc(NC(=O)C2CC(=O)N(Cc3ccccc3)C2)c1 (stereo unspecified),94,0,95,0,95,92,92,105
COc1ccc(NC(=O)C2CCN(S(=O)(=O)c3c(C)noc3/C=C/N(C)C)CC2)cc1,106,0,108,3,110,111,95,85
CC(=O)N1CCN(c2ccc(NC(=S)NC(=O)c3ccccc3)cc2)CC1,107,4,101,-10,102,97,95,96
CC(C)(C)c1ccc(COC(=O)CN2C(=O)NC3(CCCC3)C2=O)cc1,95,1,94,14,87,101,112,115
O=C1CC(SC2=NCCS2)C(=O)N1c1ccc(Cl)cc1 (stereo unspecified),99,15,106,13,107,97,98,94
c1ccc(CN2CCC(N3CCC(N4CCCCCC4)CC3)CC2)cc1,100,0,104,5,98,104,101,94
O=C(NNC(=S)NC(=O)c1ccccc1[N+](=O)[O-])c1ccccc1O,98,5,90,3,106,104,101,102
CC(C)c1ccc(O)c(NC(=O)c2cccnc2)c1,99,0,108,.,100,96,106,96
Cc1cc(C(=O)N2CCCC(N3CCN(c4ccc(F)cc4)CC3)C2)c(C)o1 (stereo unspecified),103,1,100,18,100,101,88,91

# Profiles as entered above. Order of screens: RPL19A TOR yeast, GRK2 aptamer HTS, MEP2 TOR yeast, VLA-4 inh, CIT2 TOR yeast, AGP1 TOR yeast, LAP4-GFP MLPCN, Yeast superoxide
# O=C(Nc1cccc2ncccc12)c1ccc(F)cc1 across the screens: 97, 1, 104, 35, 101, 91, 89, 108
# CCN(C(=O)Cn1cc(C(F)(F)F)ccc1=O)c1c(N)n(Cc2ccccc2)c(=O)[nH]c1=O across the screens: 100, 0, 107, 5, 111, 111, 109, 100

# Additional compounds.
SMILES,RPL19A TOR yeast,GRK2 aptamer HTS,MEP2 TOR yeast,VLA-4 inh,CIT2 TOR yeast,AGP1 TOR yeast,LAP4-GFP MLPCN,Yeast superoxide
COCCN1Cc2cccc(C(=O)NCCc3ccccc3)c2C1=O,100,3,103,6,102,104,102,116
Cc1onc(-c2c(F)cccc2Cl)c1C(=O)NC(C)c1ccccc1 (stereo unspecified),97[may fluoresce violet],1,195*[may fluoresce violet],15,?,26[may fluoresce violet],92[may fluoresce violet],95
Cc1cc(C)n2c(SCC(=O)NC3CCCC(C)C3C)nnc2n1 (stereo unspecified),98,0,103,14,.,102,99,109
CCCC(=O)Nc1ccc(C(=O)NNC(=S)NC(=O)c2cccs2)cc1,101,0,105,10,104,108,99,95
CC(C)(CN1CCOCC1)NS(=O)(=O)c1ccccc1,100,0,103,6,97,100,105,102
CNC(=O)CN1C(=O)c2cccc3cccc1c23,86,1,91,7,89,89,87,94
COc1cc(C)nc(NS(=O)(=O)c2ccccc2)n1,84,1,84,3,88,87,89,105
COCCN(C(=O)CSc1ccc2c(c1)OCCO2)c1c(N)n(CC(C)C)c(=O)[nH]c1=O,92,6,89,8,83,88,96,101
CCOc1cc(/C=C/c2nc3ccccc3c(=O)[nH]2)cc(Br)c1OC,101,0,106,8,99,93,88,98
O=C(CCCc1ccccc1)NCCS(=O)(=O)N1CCN(c2ccc(F)cc2)CC1,91,0,99,6,92,100,93,105
O=C(Nc1cccnc1)C1CC(=O)N(c2ccc(F)cc2)C1 (stereo unspecified),96,1,106,-2,91,95,108,99
Cn1c(CNc2cccc(Cl)c2)nnc1SCC(=O)OC1CCCCC1,109,34,103,-1,107,110,102,76
COc1cc2c3nnc(-c4ccccc4)c-3cn(Cc3ccccc3F)c2cc1OC,102,0,108,-143,102,100,105,127
COc1c2c(cc3oc(=O)c4c5ccc(O)cc5oc4c13)OC(C)(C)CC2,92,1,100,0,83,96,99,107
Cc1ccc(NC(=O)NC2CCCCC2)cc1Cl,98,0,96,15,99,99,94,104
COc1ccc(CN2CCN(C(=O)c3ccco3)CC2)cc1OCc1ccccc1,91,13,101,2,100,82,93,91
CC(=O)OCc1cc2cccc(C)c2[nH]c1=O,104,0,96,-4,96,96,97,88
CCOC(=O)N1CCC(N2Cc3cccc(C(=O)Nc4cccc(F)c4)c3C2=O)CC1,98,1,99,-4,92,103,107,114
CN(CC(=O)Nc1cccc(F)c1)C(=O)c1ccc2c(c1)S(=O)(=O)N=C1CCCCCN12,91,0,98,5,95,97,88,98
CCN(CC)S(=O)(=O)c1ccc(Oc2ccccc2)c(N)c1,86,0,86,-1,91,90,96,98
CC(=O)NC1(c2cccc(F)c2)CCN(C(=O)Nc2ccc(C#N)cc2)CC1,97,4,103,8,104,104,94,94
O=C1CCCN1C(=O)COc1ccc([N+](=O)[O-])cc1,100,1,91,38,98,104,105,104
CN(C)c1ncc([N+](=O)[O-])cc1C(F)(F)F,97,0,111,1,105,102,99,105
O=C(CNC(=O)c1ccc(Br)cc1)NCc1cccnc1,98,1,104,8,88,97,83,98
COc1cccc(CN2C(=O)N(C(C)C)C(N(O)C(=O)NC(C)C)C2(C)C)c1OC (stereo unspecified),100,0,107,29,113,99,103,99
CC(=O)NCCSc1ccc(S(=O)(=O)N2CCCC2)cn1,97,0,99,8,94,102,104,86
O=C(C1CCCCC1)N(CCN1CCCC1)c1nc2ccccc2s1,93,0,94,17,98,93,95,114
O=C(O)c1ccccc1N/N=C/c1c(Sc2nnnn2-c2ccccc2)nc2ccccn2c1=O,97,0,95,-157,103,98,92,95
Cn1ccs/c1=N\S(=O)(=O)c1ccc(C(C)(C)C)cc1,43*[may fluoresce violet],0,?,10,?,?,?,111
CCCCn1c(-c2ccoc2C)n[nH]c1=S,107,1,111,3,110,110,108,78
O=C(O)c1cc([N+](=O)[O-])cc2c1C=Cc1ccccc1O2,99,11,105,-6,96,96,99,139
CC(=O)C1=C(C)N(CC2CC2)C(=O)N[C@H]1c1ccccc1,98,0,91,4,72,86,109,96
O=C(CN1C(=O)C2(OCCO2)c2ccccc21)c1ccc(F)cc1,106,2,106,15,101,.,106,108
Cc1cccc2cc(CN(Cc3ccc(F)cc3)C(=O)N(C)C)c3nnnn3c12,98,2,101,46,91,103,98,98
CC(C)NCC(=O)C12CC3CC(CC(C3)C1)C2,98,1,96,21,96,106,109,i
O=S(=O)(CCSc1ccc(C(F)(F)F)cn1)c1ccc(Cl)cc1,99,0,100,29,93,112,118,87

# Not a retest: entries from further up.
SMILES,RPL19A TOR yeast,GRK2 aptamer HTS,MEP2 TOR yeast,VLA-4 inh,CIT2 TOR yeast,AGP1 TOR yeast,LAP4-GFP MLPCN,Yeast superoxide
O=C(O)c1cc([N+](=O)[O-])cc2c1C=Cc1ccccc1O2,99,11,105,-6,96,96,99,139
CC(=O)C1=C(C)N(CC2CC2)C(=O)N[C@H]1c1ccccc1,98,0,91,4,72,86,109,96
